Screens as filed in PubChem.
IDE inh = inhibitors of human insulin-degrading enzyme in cells. P14735. inhibition, % at 5.59 µM. AID 434962. 0.41% of 320,000 active. HEK cells, FAbetaB cleavage, fluorescence polarization;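 active = percent inhibition above the average of all tested compounds plus 3 SD, set per screening campaign, cut at about 16% in these data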;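 also: IDE supplied by intact live HEK cells; FP after avidin binding of uncleaved biotin substrate so inhibition keeps polarization high; 0% = DMSO wells and 100% = 60 µM reference IDE inhibitor Ii1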
Target sequence (P14735 whole entry, looked up): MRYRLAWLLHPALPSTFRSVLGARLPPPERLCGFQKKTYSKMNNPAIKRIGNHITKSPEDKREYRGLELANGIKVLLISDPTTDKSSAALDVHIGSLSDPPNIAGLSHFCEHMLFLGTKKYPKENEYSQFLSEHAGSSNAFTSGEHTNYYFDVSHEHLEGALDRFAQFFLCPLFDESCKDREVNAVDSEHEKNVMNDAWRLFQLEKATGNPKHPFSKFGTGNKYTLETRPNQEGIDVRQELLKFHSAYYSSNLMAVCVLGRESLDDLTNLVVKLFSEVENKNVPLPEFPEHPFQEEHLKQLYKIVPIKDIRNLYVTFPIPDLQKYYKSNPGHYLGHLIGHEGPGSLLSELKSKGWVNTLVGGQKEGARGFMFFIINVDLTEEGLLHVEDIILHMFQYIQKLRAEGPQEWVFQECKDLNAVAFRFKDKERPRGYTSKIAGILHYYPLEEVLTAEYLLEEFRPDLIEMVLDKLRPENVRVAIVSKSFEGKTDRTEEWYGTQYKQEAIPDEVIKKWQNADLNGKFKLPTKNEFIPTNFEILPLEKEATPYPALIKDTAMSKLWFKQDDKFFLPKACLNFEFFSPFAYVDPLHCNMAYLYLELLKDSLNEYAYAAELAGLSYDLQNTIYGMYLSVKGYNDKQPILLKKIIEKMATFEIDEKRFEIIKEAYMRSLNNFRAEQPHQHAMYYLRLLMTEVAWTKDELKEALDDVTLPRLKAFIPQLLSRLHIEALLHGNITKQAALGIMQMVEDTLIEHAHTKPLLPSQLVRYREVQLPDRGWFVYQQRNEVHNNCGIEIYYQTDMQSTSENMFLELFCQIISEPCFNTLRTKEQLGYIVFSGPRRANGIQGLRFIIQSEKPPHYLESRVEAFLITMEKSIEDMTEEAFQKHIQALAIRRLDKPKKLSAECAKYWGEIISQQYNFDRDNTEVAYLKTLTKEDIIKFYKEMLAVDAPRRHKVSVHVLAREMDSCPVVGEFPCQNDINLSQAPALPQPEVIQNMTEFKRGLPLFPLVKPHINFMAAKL
UBC9 SUMO inh = SUMOylation inhibition. P63279. 0.36% of 290,000 active. AID 2006. inhibition, % at 35 µM. HTRF SUMOylation assay, SAE1/SAE2 + UBC9, in vitro; in the data active = inhibition above about 50%, passing the limit was not always enough; also: strong numbers were not always called active
NALP1 inh = NALP1 inhibition; S. cerevisiae NALP1/ASC/caspase-1 growth, X-gal OD620, 72 h; inhibition, % at 10 µM; 0.61% of 280,000 active; AID 2071; in the data active = inhibition mostly above about 24%, no sharp cut-off; inactive = mostly below about 32%; also: some compounds called inactive have numbers as strong as hits
p-CIP stab down = p/CIP protein destabilization; F442A p/CIP-EGFP cells, EGFP fluorescence, 16 h; Q05BA5; 0.01% of 290,000 active; decrease of EGFP signal, % at 10 µM;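 active = EGFP signal decrease of at least 30% at 10 µM or well 3 SD below plate mean, unless failing retest; inactive = the rest, including hits failing retest or dose response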; also: some compounds called inactive have numbers as strong as hits; many of its hits are not listed in these tables
Starred values were filed as active, the others as inactive; · = no result given. Only part of the results is shown. The share of hits here may be higher or lower than overall.

Start of the listing, in advance (7 entries):
Order of values: IDE inh | UBC9 SUMO inh | NALP1 inh | p-CIP stab down
COc1ccc(Cl)cc1Nc1nc(N2CCCC2)nc(N2CCCC2)n1
→ · | 7.5 | 0.9 | -8.9
Cc1cc2ccccc2n2c(SCC(=O)N3CCN(C(=O)c4ccco4)CC3)nnc12
→ · | -2.9 | 5.7 | -16.9
Cc1sc2nc(C(C)Sc3nnc(C)n3-c3ccccc3)[nH]c(=O)c2c1C (stereo not drawn)
→ · | 11.7 | -11.2 | -3.3
CCOc1ccc(N2CCCCn3c2nc2c3c(=O)[nH]c(=O)n2C)cc1
→ · | 15.1 | 14.1 | -3.4
CCOC(=O)c1cnc(-n2nc(C)cc2C)nc1Nc1ccc2c(c1)OCO2
→ · | 7.5 | -3.1 | -5.5
O=P(O)(CCCCP(=O)(O)CCc1ccccc1)CCc1ccccc1
→ · | -5.1 | -23.0 | -3.3
CN1CCN(S(=O)(=O)c2ccc(-c3ccc(S(=O)(=O)N4CCN(C)CC4)cc3)cc2)CC1
→ · | 5.6 | -7.1 | 2.5

The whole of this part (from the top)
Order of values: IDE inh | UBC9 SUMO inh | NALP1 inh | p-CIP stab down
COc1ccc(Cl)cc1Nc1nc(N2CCCC2)nc(N2CCCC2)n1
→ · | 7.5 | 0.9 | -8.9
Cc1cc2ccccc2n2c(SCC(=O)N3CCN(C(=O)c4ccco4)CC3)nnc12
→ · | -2.9 | 5.7 | -16.9
Cc1sc2nc(C(C)Sc3nnc(C)n3-c3ccccc3)[nH]c(=O)c2c1C (stereo not drawn)
→ · | 11.7 | -11.2 | -3.3
CCOc1ccc(N2CCCCn3c2nc2c3c(=O)[nH]c(=O)n2C)cc1
→ · | 15.1 | 14.1 | -3.4
CCOC(=O)c1cnc(-n2nc(C)cc2C)nc1Nc1ccc2c(c1)OCO2
→ · | 7.5 | -3.1 | -5.5
O=P(O)(CCCCP(=O)(O)CCc1ccccc1)CCc1ccccc1
→ · | -5.1 | -23.0 | -3.3
CN1CCN(S(=O)(=O)c2ccc(-c3ccc(S(=O)(=O)N4CCN(C)CC4)cc3)cc2)CC1
→ · | 5.6 | -7.1 | 2.5
C=CCn1cnc2c(c1=O)c1nc3ccccc3nc1n2Cc1ccccc1
→ · | -1.3 | 15.0 | 5.4
CCOC(=O)c1cc2c(=O)n3cccc(C)c3nc2n(Cc2ccccc2Cl)c1=N
→ · | 44.0 | 24.6 | -15.1
Cn1c(=O)c2c(nc(NCCCN3CCOCC3)n2Cc2ccc(Cl)cc2Cl)n(C)c1=O
→ · | -2.5 | 5.0 | -7.9
Cc1ccc(-n2c3c(cc(C(=O)Nc4cccc(C)n4)c2=O)C(=O)CCC3)cc1
→ · | 13.5 | 15.3 | -19.6
CCOC(=O)Cc1csc(NC(=O)c2c(O)c3ccccc3n(C)c2=O)n1
→ · | 16.0 | 5.7 | -3.6
COc1ccc(N2CCn3c2nc2c3c(=O)n(CCc3ccccc3)c(=O)n2C)cc1
→ · | 13.4 | 9.9 | -18.9
Cn1c(=O)n(CCN2CCOCC2)c(=O)c2c1nc1n2CCCN1c1ccccc1
→ · | -1.5 | 13.8 | -4.8
COc1ccc(Cn2c3nc4ccccc4nc3c3c(=O)n(Cc4ccco4)cnc32)cc1
→ · | 41.7 | 10.6 | -19.6
CCN(CC)c1ccc2cc(C(=O)Nc3cccnc3N3CCOCC3)c(=O)oc2c1
→ · | 17.5 | 26.1 | -5.4
Cc1cc(C)n2nc(C(=O)Nc3ccccc3N3CCOCC3)nc2n1
→ · | 26.7 | 28.4 | 0.1
COc1nc(-c2ccccc2)ccc1-c1noc(-c2ccc(F)cc2)n1
→ · | 11.0 | 5.9 | -11.8
Cc1nn(-c2ccccc2)c2sc(C(=O)C(C#N)c3ccccn3)cc12 (stereo not drawn)
→ · | 17.3 | 5.6 | -12.5
CCC(C)n1c(C)nc2c(c1=O)c1nc3ccccc3nc1n2-c1ccc2c(c1)OCCO2 (stereo not drawn)
→ · | 19.2 | 11.8 | 3.4
O=C1c2oc3ccc(Cl)cc3c(=O)c2C(c2cccnc2)N1Cc1ccco1 (stereo not drawn)
→ · | -5.2 | 4.5 | -7.1
COC(=O)c1ccc(-c2nc3ccccc3o2)cc1
→ · | 8.3 | -4.5 | -0.4
Cc1ccc2c(COC(=O)c3cnc(C)cn3)cc(=O)oc2c1
→ · | 18.0 | 4.0 | 6.3
Cc1ccc2c(c1)[nH]c1c(N3CCN(Cc4ccc5c(c4)OCO5)CC3)ncnc12
→ · | 16.1 | 9.8 | -20.1
O=c1[nH]c(CSc2nnc(-c3ccco3)n2-c2ccccc2)nc2sc3c(c12)CCC3
→ · | 0.9 | 0.5 | -12.3
COc1ccccc1-c1nn2c(-c3ccc(C(C)(C)C)cc3)nnc2s1
→ · | 22.9 | 20.9 | -6.6
COC(=O)c1ccc(OC(=O)c2ccc(OCc3c(C)noc3C)c(OC)c2)cc1
→ · | -4.1 | 2.7 | 4.7
CCn1c(=O)c(C2=NS(=O)(=O)c3ccccc3N2)c(O)c2ccccc21
→ · | -26.6 | 4.3 | 12.9
Cc1cc(N2CCN(C(=O)c3ccco3)CC2)n2nc(C)c(-c3ccc(Cl)cc3)c2n1
→ · | -6.0 | 6.4 | 4.3
COc1ccc2nc(NC3=NCN(CC4CCCO4)CN3)nc(C)c2c1 (stereo not drawn)
→ · | 0.9 | 1.9 | -4.9

The final 3 compounds of the section above open the next one.
Order of values: IDE inh | UBC9 SUMO inh | NALP1 inh | p-CIP stab down
CCn1c(=O)c(C2=NS(=O)(=O)c3ccccc3N2)c(O)c2ccccc21
→ · | -26.6 | 4.3 | 12.9
Cc1cc(N2CCN(C(=O)c3ccco3)CC2)n2nc(C)c(-c3ccc(Cl)cc3)c2n1
→ · | -6.0 | 6.4 | 4.3
COc1ccc2nc(NC3=NCN(CC4CCCO4)CN3)nc(C)c2c1 (stereo not drawn)
→ · | 0.9 | 1.9 | -4.9
Cc1ccc2cc(C(c3nnnn3C(C)(C)C)N3CCCC3)c(=O)[nH]c2c1C (stereo not drawn)
→ · | 34.0 | 29.7 | 0.7
Cc1cc2nc(NC3=NCN(Cc4ccc5c(c4)OCO5)CN3)nc(C)c2cc1C
→ · | 14.4 | -6.6 | -7.2
c1ccc(-n2ncc3c(N4CCN(c5ccccn5)CC4)nc(N4CCCCC4)nc32)cc1
→ · | -11.0 | 2.1 | -7.2
Cc1ccc(C(=O)C2=C(O)C(=O)N(c3ncccn3)C2c2cccc(Cl)c2)o1 (stereo not drawn)
→ · | -1.6 | -21.2 | 2.3
O=C1NCCCC1C(=O)N1CCN(C(=O)C2CCCNC2=O)CC1 (stereo not drawn)
→ · | -6.8 | 25.5 | -9.2
Cc1cc(C)nc(-n2nc(C)cc2NC(=O)c2cc(=O)c3ccccc3o2)n1
→ · | 3.0 | -9.8 | -10.5
Cn1c(=O)c2c(nc(SCc3ccccn3)n2C)n(C)c1=O
→ · | 0.0 | 8.0 | 4.8
COC(=O)c1cc2c(=O)n3cccc(C)c3nc2n(Cc2cccnc2)c1=N
→ · | 34.3 | 12.3 | -14.7
CCN1CCN(C(=O)c2cc3c(=O)n4ccccc4nc3n2Cc2ccccc2)CC1
→ · | 46.3 | 13.1 | -12.7
Cc1c(-c2ccccc2)oc2nc3c(c(=O)n(C)c(=O)n3C)n12
→ · | 18.0 | -2.9 | -3.9
COc1ccccc1NC(=O)CCN1CCN(CCC(=O)Nc2ccccc2OC)CC1
→ · | 3.0 | 24.3 | -2.3
CCOc1cc(N2CCOCC2)c(OCC)cc1NC(=O)c1ccc(=O)n(Cc2ccccc2)n1
→ · | 3.1 | 3.3 | 5.4
COc1ccc(C(=O)Cn2c(N3CCOCC3)nc3c2c(=O)n(C)c(=O)n3C)cc1
→ · | -0.4 | 7.2 | 0.9
Cc1ccc(S(=O)(=O)N2CCCCC2)cc1C(=O)Nc1ncn[nH]1
→ · | -24.0 | 0.7 | 2.2
Cc1ccc(C2C(C(=O)c3sc(C)nc3C)=C(O)C(=O)N2CCCN(C)C)o1 (stereo not drawn)
→ · | 23.5 | 19.0 | -4.3
CSc1nnc2c(n1)OC(C1CC=C(C)CC1)Nc1ccccc1-2 (stereo not drawn)
→ · | 4.9 | 15.6 | -3.3
Cc1cccn2c(=O)c3cc(C(=O)NCCN4CCOCC4)n(Cc4ccccc4)c3nc12
→ · | 13.4 | 5.1 | 4.6
Clc1cccc(-c2nn3c(COc4ccccc4)nnc3s2)c1
→ · | 12.1 | -0.8 | -5.8
COC(=O)CSc1nnc2c(C)cc3cc4c(cc3n12)OCCO4
→ · | -1.8 | 4.6 | -23.1
O=c1[nH]c(CN2CCC(c3nc4ccccc4s3)CC2)nc2sc3c(c12)CCC3
→ · | 12.1 | -10.6 | 4.7
Cc1ccc(-n2ncc3c2ncn2c(-c4ccncc4)nnc32)cc1
→ · | 12.7 | -35.5 | 3.7
O=C(O)CNC1=NCCC1
→ · | 0.2 | 22.2 | 5.8
O=C(Nc1ccccc1F)c1ccccc1C(=O)Nc1ccccc1F
→ 1.5 | · | · | ·
Clc1cccc(OCCOCCN2CCNCC2)c1Cl
→ 1.6 | · | · | ·
O=C1NC(Cc2ccccc2)c2nc3ccc(Cl)cc3c(=O)n2-c2ccc(Cl)cc21 (stereo not drawn)
→ 2.0 | · | · | ·
C/C(=N\NC(=O)CCC(=O)N/N=C(\C)c1ccc(C)o1)c1ccc(C)o1
→ -2.9 | · | · | ·
CN(Cc1ccccc1)C(=O)COc1ccc2ccccc2c1
→ 11.6 | · | · | ·
O=C(O)c1ccc2ccc3ccccc3c2c1
→ 2.2 | · | · | ·
CCCCc1c(O)c2cccc3c2n(c1=O)CCC3
→ -8.5 | · | · | ·
CCOc1ccc(NC(=O)C2CC3CCC2C3)cc1 (stereo not drawn)
→ -1.9 | · | · | ·

Other structures follow:
Order of values: IDE inh | UBC9 SUMO inh | NALP1 inh | p-CIP stab down
O=C(Nc1ccc(Nc2ccccc2)cc1)c1ccc(Cl)cc1Cl
→ 9.4 | · | · | ·
CC(C)c1cccc(C(C)C)c1OCCCCCN1CCOCC1
→ 6.5 | · | · | ·
Cc1n[nH]c(=S)n1/N=C/c1ccc(-c2ccc(Cl)cc2)o1
→ -2.5 | · | · | ·
Cc1ccc(Nc2ccncc2S(N)(=O)=O)cc1
→ -10.0 | · | · | ·
CN1CCN(C2Cc3ccc(Cl)cc3Sc3ccc(F)cc32)CC1 (stereo not drawn)
→ -1.7 | · | · | ·
COc1cc(/C=C2\C(=O)ON=C2c2ccc(Cl)cc2)ccc1O
→ -7.1 | · | · | ·
COc1ccc(C(=O)NCCCCc2ccccc2)cc1
→ 3.4 | · | · | ·
O=C1NC(Cc2ccc(O)cc2)c2nc3ccc(Cl)cc3c(=O)n2-c2cc(Cl)ccc21 (stereo not drawn)
→ -2.1 | · | · | ·
O=C(N/N=C/c1c(O)ccc2ccccc12)Nc1ccccc1
→ -13.3 | · | · | ·
O=C(O)C(F)=C1c2ccccc2-c2ccccc21
→ 1.8 | · | · | ·
COc1ccc(CC(=O)NC(=S)Nc2cccc(CO)c2)cc1
→ -0.5 | · | · | ·
CN(Cc1ccccc1)C(=O)Nc1ccc(Cl)cc1
→ 7.1 | · | · | ·
CN1C(=O)c2cccc3c(Br)ccc(c23)C1=O
→ -0.8 | · | · | ·
CCOC(=O)CN1C(=O)S/C(=C\c2ccc(-c3cccc(C(=O)O)c3C)o2)C1=O
→ 1.9 | · | · | ·
O=C(NCCCc1ccccc1)C1CC1
→ -1.7 | · | · | ·
O=C(Nc1nccs1)OCc1ccccc1
→ 4.0 | · | · | ·
O=S(=O)(c1ccccc1)C1Cc2ccccc2C1Cl (stereo not drawn)
→ -1.8 | · | · | ·
CC(=O)c1ccc(O[C@@H]2O[C@H](CO)[C@@H](O)[C@H](O)[C@H]2O)cc1
→ 5.8 | · | · | ·
NS(=O)(=O)c1cnccc1NCCc1ccccc1
→ 3.9 | · | · | ·
O=C(Nc1cccc2cccnc12)c1ccccc1Cl
→ 2.7 | · | · | ·
C#CCOCCOCCOCCNc1nc(N2CCN(C(=O)CCCCCCCCCCNC(=O)[C@H](CO)n3cc(CCCSC)nn3)CC2)nc(N2CCN(C(=O)CCCCCCCCCCNC(=O)[C@H](CCCCN)n3cc(C[C@@H](C)CC)nn3)CC2)n1
→ -2.4 | · | · | ·
Cc1cc(S(=O)(=O)Nc2ccc(C(=O)NCC3CCCO3)cc2)ccc1F (stereo not drawn)
→ 4.8 | · | · | ·
CSc1ccc(C2NN=C(c3ccccc3)S2)cc1 (stereo not drawn)
→ 4.6 | · | · | ·
COc1ccc(C(=O)NCC(C)NC(=O)c2ccc(OC)c(Br)c2)cc1Br (stereo not drawn)
→ 1.4 | · | · | ·
Cc1cc(C)c2c(N)c(C(=O)Nc3ccccc3Cl)sc2n1
→ 13.5 | · | · | ·
O=C(NC1=NCCS1)c1cccc(F)c1
→ 2.5 | · | · | ·
Nc1ncc([N+](=O)[O-])cc1S(=O)(=O)c1ccccc1
→ -2.6 | · | · | ·
CC1CCN(c2ccc(S(=O)(=O)Nc3cc(C(=O)O)cc(C(=O)O)c3)cc2[N+](=O)[O-])CC1
→ 6.3 | · | · | ·
O=C1c2ccccc2NC(c2ccc(Br)s2)N1O (stereo not drawn)
→ -6.5 | · | · | ·
Cc1ccccc1N=Nc1c(O)[nH]c2ccccc12
→ 12.4 | · | · | ·
